CHT block: inhibitors of human choline transporter CHT | High affinity choline transporter 1 (Homo sapiens), Q9GZV3 | CHT-expressing cells, membrane potential dye, choline response; active compounds read low | B-score at 10 µM | actives 0.86% (n = 310,000);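 active = B-score over 3 SD under the library average, and starting fluorescence ratio not unusually high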;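 note: choline stimulus applied at its EC90 after an EC20 pre-addition; B-score computed on integrated fluorescence ratio after choline addition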
Target sequence (Q9GZV3 whole entry, looked up): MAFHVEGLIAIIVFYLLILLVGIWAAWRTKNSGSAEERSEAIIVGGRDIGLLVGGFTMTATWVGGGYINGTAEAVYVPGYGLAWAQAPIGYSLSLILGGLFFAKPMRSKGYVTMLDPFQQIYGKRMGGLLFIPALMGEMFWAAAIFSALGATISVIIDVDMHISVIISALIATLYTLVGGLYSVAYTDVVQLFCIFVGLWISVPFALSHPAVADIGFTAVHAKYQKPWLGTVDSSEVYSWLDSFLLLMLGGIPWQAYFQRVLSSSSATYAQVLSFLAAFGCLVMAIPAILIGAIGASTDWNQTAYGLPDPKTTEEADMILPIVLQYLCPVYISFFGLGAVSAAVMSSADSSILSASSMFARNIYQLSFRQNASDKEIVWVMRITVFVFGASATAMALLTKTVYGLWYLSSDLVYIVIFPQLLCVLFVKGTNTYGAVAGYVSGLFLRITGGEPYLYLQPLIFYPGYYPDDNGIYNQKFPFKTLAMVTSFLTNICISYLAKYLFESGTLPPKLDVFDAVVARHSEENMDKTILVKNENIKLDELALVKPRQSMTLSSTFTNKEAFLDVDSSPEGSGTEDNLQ
Kir21 inh: inhibitors of mouse Kir2.1 inward-rectifier potassium channel. actives 0.85% (n = 310,000). Inward rectifier potassium channel 2 (Mus musculus), P35561. HEK293-Kir2.1, FluxOR thallium flux fluorescence; active compounds read low. B-score at 10 µM;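 active = fluorescence ratio B-score at or below minus 3 SD of library scores, with starting-brightness B-score within 2 SD, cut at about -4.2 in these data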;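 note: channel flux triggered by added potassium and thallium sulfate stimulus; B-score of peak minus minimum fluorescence over baseline after thallium stimulus; more negative B-score means stronger Kir2.1 block with less thallium influx; some compounds called inactive have numbers as strong as hits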
Target sequence (P35561 whole entry, looked up): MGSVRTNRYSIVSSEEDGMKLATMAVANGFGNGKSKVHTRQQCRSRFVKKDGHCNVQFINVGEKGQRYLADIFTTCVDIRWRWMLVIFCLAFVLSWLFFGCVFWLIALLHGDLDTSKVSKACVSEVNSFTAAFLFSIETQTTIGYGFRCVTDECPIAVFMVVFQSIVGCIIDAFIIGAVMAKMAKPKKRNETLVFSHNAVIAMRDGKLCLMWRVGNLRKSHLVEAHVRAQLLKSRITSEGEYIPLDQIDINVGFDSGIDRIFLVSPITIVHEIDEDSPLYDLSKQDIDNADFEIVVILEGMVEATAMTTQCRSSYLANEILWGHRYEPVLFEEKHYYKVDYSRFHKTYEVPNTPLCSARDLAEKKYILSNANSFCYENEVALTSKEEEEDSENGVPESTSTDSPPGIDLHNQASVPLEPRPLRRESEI
KCNQ2 inh: KCNQ2 potassium channel inhibitors, primary screen, cell-based, CHO-K1, FluxOR thallium flux, B-score (AID 2156); 20 min; active compounds read low; B-score at 10 µM; actives 1.1% (n = 310,000);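 active = fluorescence ratio B-score at most minus 3 library SDs, with starting brightness B-score within 2 library SDs, cut at about -5.5 in these data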
* hit, by the source's call; i = inactive; · = no result given. Rows were taken by chance. About 2.6% of those tested had a hit in this group.

Values run as follows: CHT block | Kir21 inh | KCNQ2 inh
> CN(CC(=O)N1CCCCC1)S(=O)(=O)c1cccc2nsnc12
 : i | -0.27 | i
> CC12CCC(C(=O)Nc3ccccc3Cl)(C(Br)C1=O)C2(C)C (stereo not given)
 : i | -0.24 | i
> Cc1ccccc1NC(=O)C(C)n1c2ccccc2c2nc(=O)cc(C)n21 (stereo not given)
 : i | 0.22 | i
> CCCCc1ccc(NC(=O)CC(C)C)cc1
 : i | 1 | i
> O=C(Cn1cc2c(n1)CCCC2)NC1CCCCCC1
 : i | -0.33 | i
> Nn1c(SCC(=O)Nc2ccc3c(c2)OCCO3)nnc1-c1ccncc1
 : i | -0.34 | i
> Cc1cc([N+](=O)[O-])ccc1NC(=O)COc1nsnc1N1CCOCC1
 : i | -1.6 | i
> CCc1ccccc1NC(=O)CCN1C(=O)C2C3CCC(C3)C2C1=O (stereo not given)
 : i | -0.41 | i
> CCOc1ccc(N(C)S(=O)(=O)c2ccc3[nH]cc(C(=O)NCC4CCCO4)c(=O)c3c2)cc1 (stereo not given)
 : i | 2.7 | i
> Cc1c(NC(=O)CN2CCN(C(c3ccccc3)c3ccccc3)CC2)c(=O)n(-c2ccccc2)n1C
 : i | -0.72 | i
> COc1cc(CNc2cccc3[nH]c(C(F)(F)F)nc23)cc(OC)c1
 : i | -0.17 | i
> CCn1c(C(=O)N2CCC(C(=O)NCCCSC3CCCCC3)CC2)cc2sccc21
 : i | -0.15 | i
> COc1ccc([N+](=O)[O-])cc1/C=N/Nc1nn[nH]n1
 : i | -0.01 | i
> O=C1/C(=C/c2ccccn2)SC(=S)N1CCc1ccccc1
 : i | 0.75 | i
> COC(=O)Cc1csc(Nc2ccc(F)c(Cl)c2)n1
 : i | 0.05 | i
> Cc1ccsc1CNC12CC3CC(CC(C3)C1)C2
 : -6.6* | -2 | i
> O=C(Nc1ccc(F)cc1)N(Cc1nnc2n1CCCCC2)c1ccccc1
 : i | 0.11 | i
> COc1ccc2nc(N(CCN(C)C)C(=O)c3ccc4c(c3)OCCO4)sc2c1
 : i | -2.1 | i
> CC(=O)c1ccc(NC(=O)Cn2cnc(S(=O)(=O)N3CCOCC3)c2)cc1
 : i | -0.03 | i
> CCOCCCNCc1ccc(OCC(=O)N2CCOCC2)c(OC)c1
 : i | 1.1 | i

Remaining list, next part:
Values run as follows: CHT block | Kir21 inh | KCNQ2 inh
> COc1ccc(CN2C[C@H](C)[C@@H](CC(=O)NCc3ccccc3)C2=O)cc1
 : i | -0.02 | i
> O=C1CCC(=O)N1OCCOc1ccccc1
 : i | -0.99 | i
> Cc1[nH]nc(Nc2ccc(C(C)C)cc2)c1[N+](=O)[O-]
 : i | 0.42 | i
> CCOc1ccc(S(=O)(=O)N(CC(=O)NN=C2CCN(C)CC2)c2ccc(C)cc2)cc1
 : i | -0.72 | i
> O=C(COc1ccc(S(=O)(=O)N2CCOCC2)cc1)NC1CC1
 : i | -1.7 | i
> O=C(NCC1CCCO1)C1CCCN(c2ncccn2)C1 (stereo not given)
 : i | -0.02 | i
> CC1CCCCC1NC(=O)CSc1nnc(N)s1 (stereo not given)
 : i | 0.13 | i
> CC(C)(C)c1ccc(/C=N/Nc2ccc(C(=O)O)cc2)cc1
 : i | 3 | i
> COc1cc([N+](=O)[O-])ccc1NC(=O)CC1SC(=Nc2ccc(F)cc2)N(CCC2=CCCCC2)C1=O (stereo not given)
 : i | 0.38 | i
> CCC1Oc2ccccc2N(CC(=O)NCCN2CCCC2)C1=O (stereo not given)
 : i | -0.42 | i
> O=C(NCc1cccc(C(F)(F)F)c1)c1cc(-c2ccccc2)nn1CC1CC(c2cccnc2)=NO1 (stereo not given)
 : i | -0.04 | i
> O=C(CN1C(=O)NC2(CCCC2)C1=O)Nc1ccccc1C(F)(F)F
 : i | -0.3 | i
> COc1ccc(C2C(C(=O)OCC3CCCO3)=C(C)NC3=C2C(=O)CC(c2ccco2)C3)cc1O (stereo not given)
 : i | 0.2 | i
> CCc1ccc[n+](-c2[nH]c(=O)sc2/C=N/N=C(\N)[O-])c1
 : i | -1.5 | i
> Cc1cccc(NC(=O)Nc2ccc(S(N)(=O)=O)cc2)c1
 : i | -2 | i
> Cn1c(=O)c2c(nc(Cc3ccc(N)cc3)n2C)n(C)c1=O
 : i | 0.4 | i
> CCC(C(=O)c1ccccc1)P(=O)(NN)c1ccccc1 (stereo not given)
 : i | 1 | i
> Cn1c(=O)n(C)c2cc(NC(=O)c3ccccc3[N+](=O)[O-])c(Br)cc21
 : i | 0.79 | i
> N#Cc1ccccc1NC(=O)COc1c(Br)cc(Br)c2cccnc12
 : i | 1.1 | i
> COCC(C)NCc1cccc2ccccc12 (stereo not given)
 : i | -0.43 | i

New compounds follow.
Values run as follows: CHT block | Kir21 inh | KCNQ2 inh
> COc1ccccc1NC(=O)Nc1cccc(NC(C)=O)c1
 : i | 0.24 | i
> O=C(NC1CCSc2ccccc21)c1ccc([N+](=O)[O-])cc1 (stereo not given)
 : i | 0.66 | i
> COc1ccc(Br)c(C(=O)NCC2CCCCC2)c1
 : i | -0.27 | i
> O=C(O)C(c1ccccc1)N1C(=O)/C(=C/c2cccs2)SC1=S (stereo not given)
 : i | 0.63 | i
> CCCCCCC(=O)Nc1nc(C)c(-c2csc(Nc3ccccc3OC)n2)s1
 : i | -0.69 | i
> COc1cc(S(=O)(=O)Nc2ccc(C)cc2)ccc1N=Cc1c(C)[nH]n(-c2ccccc2)c1=O
 : i | -0.21 | i
> CCOc1ccc(CN(C)C(=O)CNC(=O)C2CCCCC2)cc1OC
 : i | 0.73 | i
> CCN(Cc1ccncc1)C(=O)CC1C(=O)NCCN1Cc1ccc(F)c(F)c1 (stereo not given)
 : i | 0.46 | i
> Cc1ccc2c(c1)nnn2C1CCN(S(=O)(=O)c2ccc(C(=O)N(C)C3CCCCC3)cc2)CC1
 : i | -2.8 | i
> Cc1ccc(C(=O)NCC(=O)OCc2c(F)cccc2Cl)cc1
 : i | -0.05 | i
> COc1ccc(-c2c(C(C)=O)c(C)nc3sc4c(c23)NC(c2ccccc2)NC4=O)cc1 (stereo not given)
 : i | 1.5 | i
> O=[N+]([O-])c1ccc(NCCNc2ccc(Cl)nn2)cc1
 : i | -0.17 | i
> CC(=O)Nc1ccc(C2Nc3ccccc3C(=O)N2C2CCCCC2)cc1 (stereo not given)
 : i | -0.76 | i
> O=C(c1ccco1)n1c(=S)nc2ccccn21
 : i | 1.3 | i
> Cc1ccc(C(=O)CN2C(=O)c3ccccc3S2(=O)=O)cc1
 : i | 0.07 | i
> COc1ccc(OC2CCN(S(=O)(=O)c3ccc(F)cc3)CC2)cc1
 : i | -0.34 | i
> c1ccc2nc3c(cc2c1)CCCCC3
 : i | 2 | i
> CCN(CC)Cc1c(CC(C)C)oc(C)c1C(=O)O
 : i | -0.19 | i
> O=[N+]([O-])c1ccc(S(=O)(=O)Nc2nc(-c3ccccc3)cs2)cc1
 : -5.6* | 0.91 | i
> Cc1cccc(-n2nc3c(c2NC(=O)c2c(F)cccc2F)CS(=O)(=O)C3)c1C
 : i | 0.9 | i

Reformatted field by field: 2 of the compounds above
structure: O=[N+]([O-])c1ccc(NCCNc2ccc(Cl)nn2)cc1
  CHT block = i
  Kir21 inh = -0.17
  KCNQ2 inh = i

structure: COc1ccccc1NC(=O)Nc1cccc(NC(C)=O)c1
  CHT block = i
  Kir21 inh = 0.24
  KCNQ2 inh = i

Next records.
compound	CHT block	Kir21 inh	KCNQ2 inh
CNCCC(=O)N1c2ccccc2CCc2ccc(NC(=O)OC)cc21	i	-0.08	i
COc1ccc(C(=O)NCCS(=O)(=O)NCc2ccco2)cc1	i	0.43	i
Cc1cccc(-n2c(SCC(=O)NCc3ccc4c(c3)OCO4)nc3ccccc3c2=O)c1	i	-0.08	i
CC1CN(C)C(C)c2c1oc1ccc(N)cc21 (stereo not given)	i	1.1	i
COC(=O)c1ccc(COc2ccc(/C=N/NC(N)=S)cc2)o1	i	0.22	i
CCC(=O)c1ccc(N2CCCCC2)c(F)c1	i	0.82	i
CN1/C(=C\C=N\NC(=O)c2ccccc2Br)C(C)(C)c2ccccc21	i	-1.8	i
Cc1cc(NC(=O)NC(=O)c2ccccc2)no1	i	-1.3	i
COc1ccc2nc(-c3ccccn3)[nH]c2c1	i	0.69	i
C[C@H](NS(=O)(=O)c1ccc(Cl)cc1)C(=O)OCC(=O)NC(=O)Nc1ccc2c(c1)OCCO2	i	-0.28	i
Fc1ccc(-c2cc(-c3ccccc3)nc(-n3cccn3)n2)cc1	i	-0.34	i
COc1ccc(Cl)cc1NC(=O)Cc1c(F)cccc1Cl	i	-0.87	i
COc1ccc(OCc2nnc(SCc3ccc(C(=O)O)cc3)o2)cc1	i	1.8	i
COC(=O)c1cc(S(=O)(=O)NCC2CCN(Cc3ccc(F)cc3)CC2)cn1C	i	-1.4	i
O=C(Cc1ccsc1)N1CCN(S(=O)(=O)c2cccc(F)c2)CC1	i	-0.97	i
CC(C)(C)C1CCC(=NNC(=O)CN(c2ccccc2)S(=O)(=O)c2ccccc2[N+](=O)[O-])CC1 (stereo not given)	i	-0.09	i
CCCCC(CC)C(=O)NCC(C)NC(=O)C(CC)CCCC (stereo not given)	i	0.01	i
COc1ccccc1CNC(=O)C/C(C)=N/NC(=O)COc1ccc(C)cc1Br	i	1.1	i
CC(c1ccccc1)c1nnc(NC(=O)Nc2ccccc2F)s1 (stereo not given)	i	0.75	i
Cc1nc(-c2ccc(S(=O)(=O)Oc3ccccc3Cl)s2)cs1	i	0.07	i
Cc1cc(N/N=C/c2ccccc2F)nc(NCc2ccccc2)n1	i	0.1	i
COc1ccc(NC(=O)CN(C)C(=O)C(C)Sc2ccccc2)cc1 (stereo not given)	i	-0.76	i
Cc1ccc(NC(=O)CN(C)C(=O)c2cccc(S(=O)(=O)NCc3ccccc3)c2)cc1	i	-0.77	i
CC(C)(C)OC(=O)NOCC(=O)N(Cc1ccccc1)CC(O)COc1ccccc1 (stereo not given)	i	0.79	i
C=CCc1ccc(OC)c(OC)c1	i	-0.02	i
COc1cc(OC)cc(C(=O)Nc2ccccc2NC(C)=O)c1	i	-0.04	i
Cc1cnc(NC(=O)CSc2c(Cl)cccc2Cl)s1	i	0.88	i
O=C(CSc1ccc2nnc(-c3cccnc3)n2n1)NCC1CCCO1 (stereo not given)	i	-0.19	i
COC(=O)c1sccc1NC(=S)N(C)C1CCCCC1	i	-0.1	i
O=C(CSc1nnc(CNC(=O)c2ccccc2F)o1)NC1CCCCC1	i	-1.1	i

Next results
compound	CHT block	Kir21 inh	KCNQ2 inh
COC(=O)c1ccc(COc2ccc(C3C4=C(CCCC4=O)Nc4onc(C)c43)cc2)cc1 (stereo not given)	i	-0.3	i
Cc1ccc(-n2nnnc2SCC(=O)NC2CC2)cc1C	i	0.98	i
Nn1c(=O)[nH]c2ccccc2c1=O	i	0.86	i
O=C(Nc1cc2c(cc1Br)OCCCO2)c1ccccc1	i	0.42	i
COc1ccccc1OCc1nn[nH]n1	i	-0.6	i
COCCN1C=C2C(=O)C(C)(OC(=O)C3CCCC3)C(=O)C=C2C=C1c1ccsc1 (stereo not given)	i	0.34	i
Cc1cc(C)n(C(CC(=O)O)C(=O)O)n1 (stereo not given)	i	-0.99	i
COc1ccc(C(C)=O)cc1COC(=O)c1cnc(C)cn1	i	-0.05	i
C=C(C)CSc1nnc(CCNC(=O)OC(C)(C)C)o1	i	0.01	i
COC(=O)c1nn(-c2ccc(Oc3ccccc3)cc2)c(=O)cc1O	i	0.03	i
CC1Cc2ccccc2N1C(=O)c1cc2c(=O)n3ccccc3nc2n1C (stereo not given)	i	-0.67	i
CCCCN(CCCC)NC(=O)c1ccccc1	i	-1.6	i
COc1cc(Nc2ccc(C(=O)O)cc2[N+](=O)[O-])cc(OC)c1	i	0.92	i
CC(C)(C)c1ccc(C(=O)C2CCCN(C(=O)C3CCOCC3)C2)cc1 (stereo not given)	i	-1.4	i
Cc1ccc(C)c(OCCSc2nnc(-c3cccnc3)n2N)c1	i	-0.75	i
Cc1ccccc1Nc1scc(-c2ccc(Cl)cc2)[n+]1-c1ccccc1C	·	-0.6	i
COc1ccc(S(=O)(=O)N(C)CC(=O)Nc2cccc(C(C)=O)c2)cc1Cl	i	-0.07	i
COc1ccc(NC(=O)CN(C)C(=O)c2ccc(C)s2)cc1	i	-0.72	i
O=C(NCCCc1ccccc1)C1CCC(=O)N(Cc2ccc(Cl)cc2)C1 (stereo not given)	i	0.35	i
Cc1nn(-c2ccccc2)c2c1C(c1ccc([N+](=O)[O-])cc1)C(C#N)=C(N)O2 (stereo not given)	i	0.03	i
CC(C)(C)c1cc(-c2ccccc2)n[nH]1	i	1.1	i
O=C(C1=C[C@H](C2CC2)C[C@H](OCc2ccc(CO)cc2)O1)N1CCN(Cc2ccc3c(c2)OCO3)CC1	-5.3*	-0.62	i
Cc1ccc(NC(=O)Nc2ccccc2CC[N+](=O)[O-])cc1	i	-2.3	i
CCN(CCCNC(=O)Cn1ncc2c([nH]c3ccccc32)c1=O)Cc1ccccc1	i	0.69	i

Record cards, as listed above:
O=[N+]([O-])c1ccc(S(=O)(=O)Nc2nc(-c3ccccc3)cs2)cc1 across the screens: CHT block: -5.6*; Kir21 inh: 0.91; KCNQ2 inh: i
COC(=O)c1cc(S(=O)(=O)NCC2CCN(Cc3ccc(F)cc3)CC2)cn1C across the screens: CHT block: i; Kir21 inh: -1.4; KCNQ2 inh: i

Compound activity: PubChem, Johns Hopkins Ion Channel Center
